Source: PubChem BioAssay
PvdQ acylase: P. aeruginosa PvdQ acylase inhibition. purified PvdQ acylase, fluorescence plate reader. inhibition, % at 10 µM. actives 0.063% (n = 340,000). AID 488965; in the data active = inhibition above about 30%, passing the limit was not always enough;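 note: 0% = vehicle neutral wells and 100% = reference inhibitor wells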
SR-BI DiI inh: inhibitors of mouse SR-BI mediated HDL lipid uptake; Q61009; ldlA[mSR-BI] CHO cells, DiI-HDL uptake fluorescence, 3 h; actives 0.96% (n = 320,000); inhibition, % at 12.5 µM;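 active = mean replicate inhibition of at least 70% and a set share of replicates each scoring 70 or more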;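 note: 0% = median of neutral control wells and 100% = median of positive control wells; values of inactives mirror those of a sister screen read the other way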
Arrestin-AP2 inh: inhibitors of human beta-arrestin and AP2 interaction. actives 0.31% (n = 340,000). inhibition, % at 10 µM. AID 504490. FITC-arrestin peptide / GST-AP2 beads, flow cytometry; AP2 beta2 appendage carries R879A mutation;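 active = inhibition above a set limit, near 3 SD of compounds lacking own fluorescence, cut at about 54% in these data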;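 note: plate controls were DMSO wells for no effect and 5 µM unlabelled arrestin peptide for full effect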
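System: GST-AP2 R879A glutathione beads; medium: PBS, Tween 20 0.05%, BSA 0.1%; reagent: fluorescein-tagged arrestin peptide at 50 nM final; schedule: pre-incubation 12 min, peptide binding 1 h, room temperature; detection: flow cytometry, FL1 (488/535 nm); read-out: inhibition as reduced fluorescein signal on beads, percent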
NSD2 HMT inh: inhibitors of human histone methyltransferase NSD2; O96028; NSD2 peptide methylation, AlphaScreen, 120 min; inhibition, % at 12.5 µM; actives 0.54% (n = 310,000); in the data active = inhibition above about 50%
RTF Ca sens inh: cardiac RTF calcium desensitization. inhibition, % at 7.15 µM. IANBD-labeled cardiac RTF, Ca2+ fluorescence. actives 0.12% (n = 340,000). P19429+P45379;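 active = inhibition above the mean inhibition of all tested compounds plus 3 SD, cut at about 17% in these data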;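 note: assay run at fixed EC70 calcium of 1.6 mM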
SR-BI uptake up: enhances SR-BI lipid uptake from DiI-HDL | CHO ldlA[mSR-BI] cells, DiI-HDL uptake fluorescence, 3 h; 100 = double the neutral-control signal | activation, % at 12.5 µM | actives 0.096% (n = 320,000);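 active = mean replicate activation of at least 60% and every replicate at or above 60%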;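 note: 0% = median plate neutral-control signal and 100% = twice that signal; values of inactives mirror those of a sister screen read the other way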
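Test system: SR-BI-overexpressing, LDLR-lacking CHO cells; Also added: labelled HDL, 10 µg/mL; Measured by: bottom-read cell fluorescence after medium removal, ex 550/em 595 nm; Timing: 3 h uptake period with compound, 37 °C; Buffer or medium: F12, 0.5% BSA, 25 mM HEPES; Doses: single compound concentration, delivered by pin transfer.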
DAGLB inhibitor: diacylglycerol lipase beta (human) inhibition; Q8NCG7; HEK293T DAGLB membrane lysate, EnzChek fluorogenic substrate; inhibition, % at 5.17 µM; actives 0.059% (n = 340,000); in the data active = inhibition above about 34%;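 note: 0% = enzyme with vehicle and 100% = wells lacking enzyme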
Target sequence (Q8NCG7 whole entry, looked up): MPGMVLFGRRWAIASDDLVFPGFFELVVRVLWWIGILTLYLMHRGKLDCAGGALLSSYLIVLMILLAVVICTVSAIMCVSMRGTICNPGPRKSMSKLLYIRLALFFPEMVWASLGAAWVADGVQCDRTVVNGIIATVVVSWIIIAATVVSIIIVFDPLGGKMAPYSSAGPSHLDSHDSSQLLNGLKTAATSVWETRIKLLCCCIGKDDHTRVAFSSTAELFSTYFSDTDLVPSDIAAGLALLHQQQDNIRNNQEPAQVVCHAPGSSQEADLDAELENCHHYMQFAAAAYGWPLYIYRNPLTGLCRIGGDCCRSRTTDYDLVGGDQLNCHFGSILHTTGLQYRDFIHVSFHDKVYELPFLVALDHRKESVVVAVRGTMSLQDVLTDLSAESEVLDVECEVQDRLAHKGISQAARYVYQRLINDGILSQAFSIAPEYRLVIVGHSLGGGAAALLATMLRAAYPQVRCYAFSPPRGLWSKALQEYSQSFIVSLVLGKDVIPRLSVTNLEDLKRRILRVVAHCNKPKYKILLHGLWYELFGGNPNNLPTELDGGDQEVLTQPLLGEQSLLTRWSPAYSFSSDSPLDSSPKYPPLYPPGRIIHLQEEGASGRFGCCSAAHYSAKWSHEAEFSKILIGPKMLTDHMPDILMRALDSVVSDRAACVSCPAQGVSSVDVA
PKA-R2B act: activates the human PKA-R2B holoenzyme complex. PKA-R2B holoenzyme dissociation, Cy5-IP20 fluorescence polarization; R2B truncated from residue 108, S112A mutant; 0% DMSO only, 100% 113 µM cGMP. actives 0.079% (n = 340,000). AID 504700. activation, % at 11.4 µM;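 active = activation above a cutoff set at the mean over all compounds plus 3 SD, cut at about 18% in these data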;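 note: higher means more holoenzyme dissociation and a rise in polarization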
Target sequence (P31323 whole entry, looked up, other chains not shown, the tested form may be a part): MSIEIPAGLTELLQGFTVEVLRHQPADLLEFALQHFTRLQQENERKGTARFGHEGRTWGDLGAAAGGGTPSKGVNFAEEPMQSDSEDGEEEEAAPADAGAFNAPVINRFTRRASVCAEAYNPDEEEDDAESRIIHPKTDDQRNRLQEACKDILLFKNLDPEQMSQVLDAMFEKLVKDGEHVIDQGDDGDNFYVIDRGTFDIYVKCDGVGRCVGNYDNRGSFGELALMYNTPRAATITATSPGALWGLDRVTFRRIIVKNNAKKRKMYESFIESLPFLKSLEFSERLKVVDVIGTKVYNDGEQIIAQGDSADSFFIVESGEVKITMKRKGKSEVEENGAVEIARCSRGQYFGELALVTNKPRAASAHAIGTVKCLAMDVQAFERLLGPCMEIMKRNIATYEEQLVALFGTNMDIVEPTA
Keap1 Nrf2 FP: inhibitors of human Keap1-Nrf2 protein-protein interaction; actives 0.15% (n = 340,000); AID 504523; Keap1 Kelch-Nrf2 peptide fluorescence polarization, 1536-well; inhibition, % at 9.4 µM; Q14145; in the data active = inhibition above about 12%;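 note: human Keap1 Kelch domain with fluorescein labeled Nrf2 9mer peptide probe; 0% = neutral control wells and 100% = peptide positive control; higher means more block of Keap1 binding to Nrf2 peptide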
C-LANA FP: inhibitors of KSHV LANA C-terminal domain DNA binding; MBP-C-LANA/FAM-LBS DNA binding, fluorescence polarization; inhibition, % at 9 µM; actives 0.078% (n = 340,000); AID 504423;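 active = highest replicate inhibition at or above 60% at 9 µM, even if other replicates fall short; inactive = all replicates below 60% inhibition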;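 note: 0% = neutral control wells and 100% = 4 µM acridine orange control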
* hit, by the source's call; · = no result given.

Order of results: RTF Ca sens inh	Keap1 Nrf2 FP	PKA-R2B act	NSD2 HMT inh	PvdQ acylase	DAGLB inhibitor	C-LANA FP	SR-BI DiI inh	Arrestin-AP2 inh	SR-BI uptake up
#1 CN(C)S(=O)(=O)c1ccc(Cl)c(C(=O)NC2=NCCS2)c1
  -1	-2	4	-4	-3	-1	-0.9	3	10	-3
#2 CCOC(=O)CNC(=O)CSc1nnc(NC(=O)c2ccccc2Cl)s1
  -1	-5	-2	-2	-25	3	-0.1	-10	-7	10
#3 Cc1ccc(NC(=O)CN2C(=O)NC3(CCCCCC3)C2=O)cc1Cl
  -13	20*	-12	0	-13	-2	-0.5	12	5	-12
#4 O=C(CCCCn1c(=O)[nH]c2ccccc2c1=O)NCCc1c[nH]c2ccccc12
  -9	-3	0	·	-4	2	-0.3	14	25	-14
#5 COc1ccccc1CNS(=O)(=O)c1cc(CN2C(=O)c3cccnc3C2=O)ccc1OC
  -5	1	-1	-3	-8	-3	0.4	-11	5	11
#6 CC(C)C(NC(=O)C1CCCCC1)C(=O)Nc1ccccn1 (configuration not stated)
  -6	-4	-6	1	-11	1	-0.4	-9	0	9
#7 CC(=O)C1=C(C)NC(SCc2ccc(C#N)cc2)=C(C#N)C1c1ccco1 (configuration not stated)
  0	-1	-9	-1	3	-1	0.3	4	30	-4
#8 Cn1cccc1CC(=O)N/N=C\c1ccccc1
  ·	-6	·	44	10	·	-0.1	-1	8	1
#9 O=C(OCn1nnc2ccccc2c1=O)c1cccc(S(=O)(=O)N2CCOCC2)c1
  2	-5	3	-2	-5	0	0.1	12	-6	-12
#10 O=C(O)C1C2C=CC(C2)C1C(=O)NCCC1=CCCCC1 (configuration not stated)
  -2	-5	-4	0	-10	3	2.2	-10	0	10
#11 Cc1nonc1CN(C)C(=O)CC1C(=O)NCCN1Cc1ccccc1C(F)(F)F (configuration not stated)
  -2	5	0	-2	-7	-1	-0.3	-11	-15	11
#12 O=C(COC(=O)CC1CCCC1)Nc1ccccc1[N+](=O)[O-]
  -7	-7	-4	12	-16	-7	-0.9	-13	-15	13
#13 O=C(Nc1cccc(F)c1)C1CCCN(c2cnccn2)C1 (configuration not stated)
  6	-2	2	-4	-6	-2	-1.5	1	-6	-1
#14 COc1ccc(CCN2CC(C(=O)Nc3nnc(Cc4ccccc4)s3)CC2=O)cc1OC (configuration not stated)
  -14	-3	-11	0	-8	3	-1.1	9	3	-9
#15 O=C(NC1CC1)C1CCCN(C(=O)NC2CCCCC2)C1 (configuration not stated)
  -2	-2	-5	0	-3	0	-0.3	-20	-8	20
#16 Cn1c(=O)c2c(ncn2CC(=O)NCc2cccnc2)n(C)c1=O
  -4	2	5	-6	-1	-4	-0.2	·	12	·
#17 Cc1oc(-c2ccc3c(c2)OCCO3)cc1C(=O)O
  -6	-1	0	·	-19	-2	1.1	-1	-8	1
#18 Cc1ccc2c(=O)cc(C(=O)NCc3ccccc3)oc2c1C
  -1	-3	-7	-2	-14	-1	-1.3	11	37	-11
#19 CN(CCOc1ccccc1)C(=O)c1ccc(OC2CCN(C(=O)C3CC3)CC2)cc1
  0	0	-7	·	-14	-3	-0.5	·	-10	·
#20 CC(=O)COc1ccc2oc(=O)cc(-c3cc4ccccc4o3)c2c1
  -3	-3	-1	-3	-1	1	-2.2	43	0	-43
#21 O=c1c(Cc2ccc(Cl)cc2)c(O)ccn1Cc1ccccc1
  -2	-4	-2	1	10	-2	0.4	-20	4	20
#22 Cc1ccccc1OCCCCn1cnc2ccccc21
  0	-3	-14	0	-27	-1	-2.2	3	1	-3
#23 CSCCC(NC(=O)c1ccco1)C(=O)NCC1CCCCC1 (configuration not stated)
  -5	0	0	2	5	-2	-0.4	-16	12	16
#24 CC(Oc1ccc(Cl)cc1)c1ccn[nH]1 (configuration not stated)
  -5	-4	-12	-4	8	-2	-0.3	-1	9	1
#25 Cc1ccc(OCC(=O)N(C)Cc2ccccc2)c([N+](=O)[O-])n1
  -3	5	-8	-3	-3	1	4.3	-37	-2	37
#26 CCOc1ccc(Oc2ccc(C(F)(F)F)cc2NC(=O)C2=COCCO2)cc1
  -11	-6	-7	-3	-12	-6	-1.2	12	3	-12
#27 N#Cc1c(Nc2ccc(F)cc2)sc(C(=O)c2ccccc2)c1N
  -2	-6	-3	1	1	3	0.6	53	5	-53
#28 COc1ccccc1NC(=O)c1ccc(Cl)c(S(=O)(=O)N2CCOCC2)c1
  -2	0	-16	-1	-1	-3	-1.3	60	0	-60
#29 Cc1ccc(-c2csc3ncnc(N4CCN(c5ccccc5O)CC4)c23)cc1
  -1	0	-1	-1	-3	-1	-1.4	17	4	-17
#30 CC(=O)c1ccc(N2CCC(c3cc(-c4ccc(Cl)cc4Cl)n[nH]3)CC2)c([N+](=O)[O-])c1
  -6	-3	-1	1	0	9	0.2	40	-4	-40

Shown in transposed form: entries from further up
11) Cc1nonc1CN(C)C(=O)CC1C(=O)NCCN1Cc1ccccc1C(F)(F)F (configuration not stated)
6) CC(C)C(NC(=O)C1CCCCC1)C(=O)Nc1ccccn1 (configuration not stated)
15) O=C(NC1CC1)C1CCCN(C(=O)NC2CCCCC2)C1 (configuration not stated)

compound no.	11	6	15
RTF Ca sens inh	-2	-6	-2
Keap1 Nrf2 FP	5	-4	-2
PKA-R2B act	0	-6	-5
NSD2 HMT inh	-2	1	0
PvdQ acylase	-7	-11	-3
DAGLB inhibitor	-1	1	0
C-LANA FP	-0.3	-0.4	-0.3
SR-BI DiI inh	-11	-9	-20
Arrestin-AP2 inh	-15	0	-8
SR-BI uptake up	11	9	20

Two of the compounds above, in transposed form:
(7) CC(=O)C1=C(C)NC(SCc2ccc(C#N)cc2)=C(C#N)C1c1ccco1 (configuration not stated)
(21) O=c1c(Cc2ccc(Cl)cc2)c(O)ccn1Cc1ccccc1
entry no.,7,21
RTF Ca sens inh,0,-2
Keap1 Nrf2 FP,-1,-4
PKA-R2B act,-9,-2
NSD2 HMT inh,-1,1
PvdQ acylase,3,10
DAGLB inhibitor,-1,-2
C-LANA FP,0.3,0.4
SR-BI DiI inh,4,-20
Arrestin-AP2 inh,30,4
SR-BI uptake up,-4,20

Shown as a hit in Keap1 Nrf2 FP, of those listed so far:
| entry | compound | Keap1 Nrf2 FP | PKA-R2B act | NSD2 HMT inh | PvdQ acylase | DAGLB inhibitor | C-LANA FP | SR-BI DiI inh | Arrestin-AP2 inh | SR-BI uptake up |
| --- | --- | --- | --- | --- | --- | --- | --- | --- | --- | --- |
| 3 | Cc1ccc(NC(=O)CN2C(=O)NC3(CCCCCC3)C2=O)cc1Cl | 20* | -12 | 0 | -13 | -2 | -0.5 | 12 | 5 | -12 |

(list continues)
Order of results: RTF Ca sens inh	Keap1 Nrf2 FP	PKA-R2B act	NSD2 HMT inh	PvdQ acylase	DAGLB inhibitor	C-LANA FP	SR-BI DiI inh	Arrestin-AP2 inh	SR-BI uptake up
#31 OCCc1ccc(-c2ccc(Cl)cc2)o1
  -2	2	3	-5	2	0	0.2	-19	29	19
#32 CC1=C(C)CC(C(=O)Nc2cccc(Cl)c2)C(C(=O)O)C1 (configuration not stated)
  -2	-2	0	0	-22	4	0.8	-7	0	7
#33 CCc1ccc(-c2nc(CS(=O)CC(=O)NCCN3CCCCCC3)c(C)o2)cc1 (configuration not stated)
  7	-10	-1	5	-7	-1	1.1	0	-4	0
#34 O=C(/C=C/c1ccc2c(c1)OCO2)Nc1cc(S(=O)(=O)N2CCOCC2)ccc1N1CCOCC1
  2	-1	-10	-3	-1	-1	-1.6	27	-4	-27
#35 CCCCOc1ccc(C(=O)OC(C)CN(C)C)cc1 (configuration not stated)
  -3	0	-5	3	1	-1	-0.6	-3	25	3
#36 COC(=O)COc1ccc2c(c1)O/C(=C\c1cccc([N+](=O)[O-])c1)C2=O
  -3	-4	-4	-1	-8	-3	-2.3	·	5	·
#37 Cc1ccc(C(=O)N2CCN(c3ccc([N+](=O)[O-])c(NCc4ccco4)c3)CC2)cc1
  5	-6	-4	0	5	2	-0.5	42	3	-42
#38 CCCCNC(=O)Nc1ccccc1C(=O)Nc1ccc(OC)cc1
  -4	-3	-1	0	8	-2	4.9	-12	7	12
#39 CCCc1nc(SCc2ccccc2Cl)n[nH]1
  -13	6	-2	-9	-7	-3	0.2	-16	0	16
#40 COc1cccc2c(=O)cc(C)n(CC(=O)Nc3ccc(C)c(C)c3)c12
  3	-2	5	-2	-20	5	-1.8	23	-9	-23
#41 COc1ccc(NC(=O)c2ccc3c(c2)S(=O)(=O)c2ccccc2C3=O)cc1
  3	-4	-20	·	-18	4	-1.1	16	10	-16
#42 NS(=O)(=O)c1ccc(CCNC(=O)CSc2nc3ccsc3c(=O)n2CCCCCC(=O)O)cc1
  5	-6	-8	0	0	0	0.9	-41	-57	41
#43 O=S(=O)(Nc1ccc(N2CCOCC2)cc1)c1cc(Cl)ccc1Cl
  -12	0	-11	0	4	-1	4.0	·	-2	·
#44 CC(CCc1ccccc1)NC(=O)CNC(=O)c1cccs1 (configuration not stated)
  -9	-3	5	1	-5	0	0.1	-16	-2	16
#45 O=S(=O)(Cc1cc(Cl)nc(-c2ccccc2)n1)c1ccccc1
  -6	0	-4	-1	-13	-7	-0.7	1	-8	-1
#46 Cc1ccc(-c2nc(CS(=O)CC(=O)NCCN3CCCC3)c(C)o2)cc1 (configuration not stated)
  -5	2	7	·	-12	2	-2.3	-4	10	4
#47 Oc1ccc(-c2[nH]ncc2-c2cnn(-c3ccccc3)c2)c(O)c1
  14	-2	-1	-2	1	1	0.7	12	25	-12
#48 COc1ccc(-n2c(C)c(C(C)=O)c3cc(OCC(N)=O)ccc32)cc1
  -2	-6	8	-1	-18	-1	-2.2	9	-12	-9
#49 Cc1ccc(S(=O)(=O)N2CCCCC2)cc1NC(=O)CCOc1ccccc1
  -3	-1	-6	-4	4	-2	0.4	4	0	-4
#50 O=S(=O)(c1ccccc1)N(c1ccccc1)S(=O)(=O)c1ccccc1
  -3	-4	0	-1	-16	-6	-1.4	18	-15	-18
#51 CCOCCCNC(C(=O)Nc1ccc(OC)c(Cl)c1)c1ccccc1 (configuration not stated)
  -6	-1	-3	-1	-8	0	-1.0	36	43	-36
#52 O=C(Nc1ccc(S(=O)(=O)N2CCOCC2)cc1)c1ccc([N+](=O)[O-])o1
  6	-1	-8	·	7	2	0.8	-1	16	1
